NSD2 inh: NSD2 histone methyltransferase inhibitors, primary screen, biochemical, AlphaScreen, single concentration, set 2. Histone-lysine N-methyltransferase NSD2 (Homo sapiens), O96028. NSD2 peptide methylation, 120 min. inhibition, % at 12.5 µM. 310,000 compounds, 0.54% hits. AID 743445, 2014; in the data active = inhibition above about 50%
V-ATPase pH: regulators of yeast V-ATPase proton pumping, primary screen, pHLuorin cytosolic pH fluorescence | S. cerevisiae | response, % at 10 µM | 350,000 compounds, 0.37% hits; in the data active = response mostly above about 7.3%, no sharp cut-off; inactive = mostly below about 5.4%; also: actives read high; inactives centre near 0; some compounds called inactive have numbers as strong as hits; reference of the scale not given here
MITF act: activators of MITF-driven TRPM1 promoter reporter, primary screen, cell-based, SK-MEL-5, luciferase, single point. SK-MEL-5 TRPM1-promoter luciferase, 24 h; % of positive control, neutral wells = 0. 300,000 compounds, 0.75% hits. activation, % at 12.5 µM. AID 588334, 2011;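 active = mean activation of at least 80% with every replicate also reaching 80%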;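 also: 0% = neutral control wells and 100% = parthenolide positive control wells; values of inactives mirror those of a sister screen read the other way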
HTR5A ag: HTR5A agonists in luminescence cell assay, primary screen, counter-screen for OPRM1-OPRD1 heterodimer agonist project, full-deck HTS. cell-based. activation, % at 9.3 µM. 340,000 compounds, 0.61% hits; in the data active = activation mostly above about 9.5%, no sharp cut-off; inactive = mostly below about 7.6%;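 also: 0% = cells with vehicle only and 100% = reference agonist; strong numbers were not always called active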
PvdQ inh: P. aeruginosa PvdQ acylase inhibitors, primary screen, biochemical, fluorescence, plate reader and imaging, single point. purified PvdQ acylase. PvdQ acylase [Pseudomonas aeruginosa LESB58]. inhibition, % at 10 µM. 340,000 compounds, 0.063% hits; in the data active = inhibition above about 30%, passing the limit was not always enough;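 also: 0% = vehicle neutral wells and 100% = reference inhibitor wells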
HTR5A inv ctr: HTR5A inverse agonists in luminescence cell assay, primary screen, counter-screen for OPRM1-OPRD1 heterodimer inverse agonist project, full-deck HTS. 5-hydroxytryptamine receptor 5A (Homo sapiens), P47898. HTR5A cell line, inverse agonism. inhibition, % at 9.3 µM. 340,000 compounds, 0.083% hits. AID 504634, 2011; in the data active = inhibition mostly above about 23%, no sharp cut-off; inactive = mostly below about 18%;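 also: 0% = cells with DMSO and 100% = no-cell wells with DMSO; some compounds called inactive have numbers as strong as hits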
Wnt bcat act: Wnt/beta-catenin pathway activators, primary screen, cell-based, plate reader, single point. activation, % at 9.35 µM. 300,000 compounds, 1.2% hits. Wnt/beta-catenin reporter cell assay, activator. AID 743398, 2014; in the data active = activation above about 30%, passing the limit was not always enough;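 also: 0% = neutral control wells and 100% = positive control wells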
SR-BI HDL uptake: inhibitors of SR-BI mediated HDL lipid uptake, primary screen, ldlA[mSR-BI] cells, fluorescence, single point | Scavenger receptor class B member 1 (Mus musculus), Q61009 | ldlA[mSR-BI] CHO cells, DiI-HDL uptake fluorescence, 3 h | inhibition, % at 12.5 µM | 320,000 compounds, 0.96% hits | AID 488896, 2010;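 active = mean replicate inhibition of at least 70% and a set share of replicates each scoring 70 or more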;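 also: 0% = median of neutral control wells and 100% = median of positive control wells; values of inactives mirror those of a sister screen read the other way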
Target sequence (Q61009 whole entry, looked up): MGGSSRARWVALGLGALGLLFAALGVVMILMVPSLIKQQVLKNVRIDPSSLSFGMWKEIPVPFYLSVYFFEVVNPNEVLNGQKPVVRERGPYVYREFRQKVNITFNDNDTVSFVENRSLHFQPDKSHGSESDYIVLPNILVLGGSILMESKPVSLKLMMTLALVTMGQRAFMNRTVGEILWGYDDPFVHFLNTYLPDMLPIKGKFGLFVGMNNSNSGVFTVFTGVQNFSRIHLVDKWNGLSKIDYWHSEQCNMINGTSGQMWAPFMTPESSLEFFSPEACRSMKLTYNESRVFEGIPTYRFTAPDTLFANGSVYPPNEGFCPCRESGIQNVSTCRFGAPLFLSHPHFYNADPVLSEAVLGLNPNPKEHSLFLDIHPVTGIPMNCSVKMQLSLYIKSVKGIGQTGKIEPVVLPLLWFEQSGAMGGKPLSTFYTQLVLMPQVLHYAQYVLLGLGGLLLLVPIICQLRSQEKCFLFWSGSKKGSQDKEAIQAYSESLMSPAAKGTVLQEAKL
dFosB act: activators of delta FosB homodimer, primary screen, biochemical, fluorescence polarization, TAMRA-CDK5 oligo, single point | 340,000 compounds, 0.99% hits | Protein FosB (Mus musculus), P13346 | AID 493131, 2011 | activation, % at 25 µM | purified delta FosB; percent of positive-control signal above neutral wells;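 active = mean activation above about 17%, with every replicate also reaching it, limit read from the data, passing the limit was not always enough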;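 also: fluorescence polarization rise as delta FosB binds a TAMRA Cdk5 AP-1 oligo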
Target sequence (P13346 whole entry, looked up): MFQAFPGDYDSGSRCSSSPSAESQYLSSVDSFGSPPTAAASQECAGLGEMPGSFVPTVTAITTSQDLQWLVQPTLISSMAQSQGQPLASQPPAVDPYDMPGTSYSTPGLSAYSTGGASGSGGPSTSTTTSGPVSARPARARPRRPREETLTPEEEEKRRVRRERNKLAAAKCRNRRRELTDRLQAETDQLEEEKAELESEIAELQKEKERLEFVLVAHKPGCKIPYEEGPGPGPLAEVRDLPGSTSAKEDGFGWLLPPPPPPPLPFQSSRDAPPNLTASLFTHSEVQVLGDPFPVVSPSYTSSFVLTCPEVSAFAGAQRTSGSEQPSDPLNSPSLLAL
CDK5 p35 inh: inhibitors of human CDK5/p35 kinase, primary screen, biochemical, single concentration. inhibition, % at 10 µM. Cyclin-dependent kinase 5 (Homo sapiens) + Cyclin-dependent kinase 5 activator 1 (Homo …. Recombinant CDK5/p35, ADP-Glo luminescence, 60 min. 330,000 compounds, 0.01% hits;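 active = highest replicate inhibition of at least 50% and at least 75% of replicates reaching 50%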;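 also: plate controls were DMSO neutral control for no effect and GW8510 at 10 µM for full effect; many of its hits are not listed in these tables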
Active calls of the source: *; . = not tested or not shown; & = joins results of further samples.

entry	mol	Wnt bcat act	CDK5 p35 inh	HTR5A inv ctr	NSD2 inh	HTR5A ag	SR-BI HDL uptake	MITF act	dFosB act	V-ATPase pH	PvdQ inh
1	CC1(NC(=O)CCNC(=O)c2ccc(C(C)(C)C)cc2)CCS(=O)(=O)C1 (stereo not drawn)	1	-5.0	-6	15	-1	-12	1	-6	-1	-16
2	COC(=O)c1sccc1NS(=O)(=O)c1ccccc1[N+](=O)[O-]	9	-1.0	-1	-2	-5	-15	-6	-1	1	-10
3	COCC(C)NC(=O)NC(=O)c1ccc(Cl)cc1 (stereo not drawn)	.	0.8	-8	.	8	-1	11	-4	0	4
4	CNC(=S)Nc1cc(OC)ccc1OC	-1	1.5	-25	11	3	-1	-10	1	-3	-13
5	CC(C)(C)NC(=O)C(OC(=O)Cn1nnc(-c2ccc(F)cc2)n1)c1ccncc1 (stereo not drawn)	.	-0.3	29	6	-12	-14	-7	-9	0	-7
6	Nc1c(C(=O)c2ccccc2)sc(Nc2ccccc2)c1S(=O)(=O)c1ccccc1	.	0.4	6	3	-2	48	.	-5	-1	3
7	NC(=O)c1cc(S(=O)(=O)N2CCN(c3cccc(Cl)c3)CC2)cs1	0	.	-29	0	-2	2	0	-7	0	5
8	COc1ccc(-n2cc(-c3ccccc3)nc2SC)cc1	-1	0.6	-6	18	5	50	74	-2	-1	0
9	C/C(=N\Nc1nnc(-c2ccccc2)c(-c2ccccc2)n1)c1cccc([N+](=O)[O-])c1	.	0.2	6	.	2	-14	20	-4	0	-18
10	COc1ccc(-c2noc(N(C)CC(=O)Nc3cccc(C(F)(F)F)c3)n2)cc1	.	-0.7	-26	-2	10	19	27	5	-3	-5
11	O=C(CSc1cccc[n+]1[O-])Nc1ccc([N+](=O)[O-])cc1Cl	0	-1.5	-1	-1	1	-15	-3	3	-2	-8
12	CCOC(=O)c1c(NC(C)=O)sc2c(OC)cccc12	1	0.5	1	-6	3	18	2	0	-4	2
13	Cc1ccc(NC(=O)CS(=O)CC(=O)N(c2ccccc2F)C(C)C(=O)NC2CCCC2)cc1 (stereo not drawn)	0	-2.8	-17	-3	6	.	-2	-2	3	-20
14	COc1ccc2nc(NC(=O)c3ccccc3[N+](=O)[O-])sc2c1	8	1.9	-7	4	2	36	16	-10	-2	-13
15	Fc1ccc(NC(=S)NN2CCOCC2)cc1Cl	-1	2.1	16	26	0	-9	15	-3	-1	-4
16	COc1ccccc1C(=O)N1CCCN(C(=O)c2ccccc2OC)CC1	-9	-2.1	6	10	-2	-17	-2	-8	2	-4
17	C=CCN(CC(=O)NC1CCCC1)C(=O)C(=O)Nc1ccc2c(c1)OCCO2	-7	2.4	-12	0	3	2	-6	3	-3	-8
18	O=C(Nc1ccc(Cl)cc1)C1CCCN(c2cnccn2)C1 (stereo not drawn)	4	-4.5	-9	-2	2	-8	3	0	-2	-9
19	CCc1ccc(CCC(=O)Nc2nc(CC(C)=O)ns2)o1	4	-1.2	-10	1	4	22	1	-3	0	0
20	O=C(Nc1ccc2c(c1)OCO2)c1ccc(Cl)c(S(=O)(=O)N2CCOCC2)c1	3	-0.3	-10	0	4	18	8	-5	1	-7
21	CN1/C(=C\C(=S)NC(=O)c2ccc([N+](=O)[O-])cc2)C(C)(C)c2ccccc21	-3	2.0	-1	11	0	24	-4	-4	13*	8
22	CCC1(c2ccc(F)cc2)NC(=O)N(CC(=O)N2CCN(S(=O)(=O)c3ccc(Cl)cc3)CC2)C1=O (stereo not drawn)	-3	1.5	7	-7	-2	56	-5	-7	-4	10
23	Cc1ccc(S(=O)(=O)N2CCN(CC(O)c3ccccc3)CC2)cc1 (stereo not drawn)	-1	0.1	-9	-2	4	-10	2	-3	-6	-13
24	C=CCn1c(N)c(C(=O)NCC2CCCO2)c2nc3ccccc3nc21 (stereo not drawn)	.	-1.7	-1	99*	2	-1	12	-11	0	-14
25	Cc1ccc(C(=O)/C=C/c2cc(C#N)n(C)c2C)cc1	0	-0.8	3	3	4	19	11	-12	1	-9
26	Cn1c(SCC(=O)Nc2ccc(Br)cc2)nc(O)cc1=O	-1	-1.1	9	-2	-3	-1	-1	-8	3	-9
27	CCc1ccccc1NC(=O)c1ccccc1Sc1ccc([N+](=O)[O-])cc1Cl	-2	-0.5	4	1	-2	40	7	3	-3	-4
28	COCCN(C(=O)Cc1coc2cc(C)c(C)cc12)c1c(N)n(Cc2ccccc2)c(=O)[nH]c1=O	-1	-0.4	14	1	-2	-11	-2	-3	1	-14
29	CCc1ccc2c(c1)[C@]1(C(=O)N2)[C@@H]2C(=O)N(Cc3ccccc3)C(=O)[C@@H]2[C@@H]2CCCN21	-1	-0.9	12	-1	-4	-33	10	-17	-3	19
30	COc1cccc(NC(=S)N2CCc3cc(OC)c(OC)cc3C2COc2ccc3c(C)cc(=O)oc3c2)c1 (stereo not drawn)	-9	-0.5	0	-1	0	10	-3	65*	-2	6
31	COc1ccc(-c2cn3cccnc3n2)cc1NC(=O)c1cccs1	.	-1.3	9	-3	0	38	8	-3	-5	6
32	COc1ccc(N2C3=C(CC4=C2CCCC4=O)C(=O)CCC3)cc1	-14	0.2	-5	27	-1	.	0	-9	1	1
33	O=C(Cn1cc2c(n1)CCCC2)N1CCCc2ccccc21	-3	0.8	-6	.	2	-16	3	-2	1	9
34	O=C(Nc1cccc(S(=O)(=O)N2CCCCC2)c1)C1COc2ccccc2O1 (stereo not drawn)	2	-5.0	-3	-4	1	13	22	-7	2	-23
35	CC(=O)c1c(C)[nH]c(C(=O)COC(=O)C2(C)CC2(Cl)Cl)c1C (stereo not drawn)	19	1.9	12	0	-2	36	43	-16	-2	-17
36	O=C(NCCCn1ccnc1)c1cn(-c2ccccc2)nc1-c1ccc(F)cc1	0	-0.6	9	2	-4	4	11	-13	6	5
37	CSc1ccccc1C(=O)NC1CCCN(c2ccc(C(F)(F)F)cn2)C1 (stereo not drawn)	2	-1.2	5	-2	-4	23	4	-9	4	-12
38	CN(C)CCNC(=O)c1ccc2c(c1)N(Cc1ccc(F)cc1)CCS2	-5	1.2	-1	.	0	25	.	-10	2	-18
39	O=C(NNCC(O)COc1ccccc1)c1ccccc1 (stereo not drawn)	1	0.1	-1	-3	1	-1	-17	-13	-3	10
40	Cc1ccc(-n2nnc3c(=O)n(Cc4cc(C)ccc4C)cnc32)cc1	-7	-2.2	-25	3	-3	-8	-7	5	0	-10
41	Cc1ccc(CNC2=NCCCCC2)n1C	1	-0.1	6	-2	1	6	.	-9	11*	-10
42	Cn1cc(C(=O)CCl)c2ccccc21	0	-0.3	14	19	-6	-2	-83	-1	-1	-7
43	CCOc1ccc(N2C(=O)CC(N(CCc3ccc(OC)c(OC)c3)C(=S)Nc3ccccc3)C2=O)cc1 (stereo not drawn)	-1	0.1	4	-3&0	-2	24	10	-3	1	1
44	CC(C)COP(=O)(OCC(C)C)C(O)c1ccccc1F (stereo not drawn)	.	0.0	-5	-2	2	-12	-3	-6	3	-2
45	COc1cccc(/C=N/n2c(-c3cccs3)n[nH]c2=S)c1	-2	2.1	-14	13	6	-23	.	-8	-4	11
46	COc1ccc2cc3cc(C(=O)NCC4CCCO4)oc3nc2c1 (stereo not drawn)	-2	2.4	11	-1	5	4	44	-23	-2	-22
47	CC(C)(C)c1cc(C(=O)NNS(=O)(=O)c2ccccc2)n[nH]1	6	0.2	-6	-1	-3	-23	2	1	4	1
